HADH2 inh = qHTS Assay for Inhibitors of HADH2 (Hydroxyacyl-Coenzyme A Dehydrogenase, Type II); recombinant HADH2, NADH fluorescence, beta-hydroxybutyryl-CoA; AID 886, 2007; 73,000 tested, 3.4% active; Potency, µM (doses to about 57.1 µM), without a hit: at the highest dose activity change, negative = inhibition, usual class: inhibitors; 3-hydroxyacyl-CoA dehydrogenase type-2 (Homo sapiens), Q99714; also: potency is read from the fitted curve at half-maximal effect; % is scaled to controls: 0 for no effect and ±100 for the full control effect; nearly all actives have a fitted effect of over 60% in size; many of its hits are not listed in these tables
Target sequence (Q99714 whole entry, looked up, one chain of several): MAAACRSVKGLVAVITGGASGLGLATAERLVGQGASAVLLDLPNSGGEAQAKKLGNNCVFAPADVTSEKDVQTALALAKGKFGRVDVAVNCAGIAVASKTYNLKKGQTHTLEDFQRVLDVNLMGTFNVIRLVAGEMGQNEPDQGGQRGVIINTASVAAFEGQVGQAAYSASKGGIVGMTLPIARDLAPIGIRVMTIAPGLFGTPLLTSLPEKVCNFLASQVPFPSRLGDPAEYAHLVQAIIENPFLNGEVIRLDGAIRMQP
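Activity measured as NADH fluorescence gain (360/450 nm), taken as the change between first and last reads of a 4-min kinetic run. Conditions: pH 9.0 Tris buffer, 20 nM E. coli-expressed His-tagged enzyme, 1 mM NAD+, 90 uM beta-hydroxybutyryl-CoA; 15-min compound preincubation.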
ALOX15 inhib = qHTS Assay for Inhibitors of 15-hLO (15-human lipoxygenase). Polyunsaturated fatty acid lipoxygenase ALOX15 (Homo sapiens), P16050. purified 15hLO-1, xylenol orange hydroperoxide absorbance. Potency, µM (doses to about 57.1 µM), without a hit: top-dose activity change, negative = inhibition, usual class: inhibitors. 74,000 tested, 1.4% active. AID 887, 2007; also: potency is read from the fitted curve at half-maximal effect; % is scaled to controls: 0 for no effect and ±100 for the full control effect; nearly all actives have a fitted effect of over 55% in size
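Purified human 15hLO-1 (40 nM) in 25 mM Hepes pH 7.5, 0.01% Triton X-100, preincubated 15 min RT with compound, then 50 uM arachidonic acid for 6 min. Hydroperoxide read by ferrous/xylenol orange, 30 min; 573/405 nm absorbance ratio gave progress.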
Tau fil binding = qHTS Assay for Tau Filament Binding; Microtubule-associated protein tau (Homo sapiens), P10636; recombinant tau filaments, thioflavin S fluorescence, 15 h; filaments grown with octadecylsulfate alongside compound; Potency, µM (doses to about 57.1 µM), for the others: at the highest dose activity change, negative = inhibition; 71,000 tested, 2% active; AID 596, 2007;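 also: potency is read from the fitted curve at half-maximal effect; % is scaled to controls: 0 for no effect and ±100 for the full control effect; actives lower thioflavin S fluorescence by blocking filaments or displacing dye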
Target sequence (P10636 whole entry, looked up): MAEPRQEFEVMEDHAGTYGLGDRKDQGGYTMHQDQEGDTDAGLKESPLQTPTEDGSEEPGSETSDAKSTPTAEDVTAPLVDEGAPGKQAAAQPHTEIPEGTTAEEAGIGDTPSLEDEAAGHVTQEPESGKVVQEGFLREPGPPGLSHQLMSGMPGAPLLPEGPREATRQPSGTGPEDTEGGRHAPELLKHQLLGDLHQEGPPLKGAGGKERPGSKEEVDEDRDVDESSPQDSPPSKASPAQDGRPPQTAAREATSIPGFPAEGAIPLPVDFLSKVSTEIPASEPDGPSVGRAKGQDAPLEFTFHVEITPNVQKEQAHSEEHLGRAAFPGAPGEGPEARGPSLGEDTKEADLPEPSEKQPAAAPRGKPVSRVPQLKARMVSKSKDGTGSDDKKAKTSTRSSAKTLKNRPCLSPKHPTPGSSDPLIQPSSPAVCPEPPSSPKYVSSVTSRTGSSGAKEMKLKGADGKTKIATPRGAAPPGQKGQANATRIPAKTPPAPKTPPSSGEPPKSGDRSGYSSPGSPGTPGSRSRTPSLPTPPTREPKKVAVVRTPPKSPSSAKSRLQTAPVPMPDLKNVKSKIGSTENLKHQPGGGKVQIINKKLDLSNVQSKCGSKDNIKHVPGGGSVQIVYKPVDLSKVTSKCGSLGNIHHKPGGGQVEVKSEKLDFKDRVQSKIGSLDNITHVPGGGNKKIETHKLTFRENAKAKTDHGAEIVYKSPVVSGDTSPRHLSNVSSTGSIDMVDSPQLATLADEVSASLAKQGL
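ThS-based fibril read: tau 1 uM final, inducer ODS 30 uM final, 37 C for 15 h, ex 450/em 510 nm.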
UbGFP stabilizer = Ubiquitin-GFP Assay; Potency, µM (doses to about 45.9 µM), inactives show top-dose activation (GFP accumulation), hits mostly activators; 67,000 tested, under 10 active; Ubiquitin-GFP reporter cells, proteasome inhibition, GFP fluorescence; response scale: untreated = 0%, 10 µM MG-132 = 100%; active = well fitted activation curve with a large enough effect, not every such curve was filed as active; inconclusive = small, poorly fitted or top-dose-only effect, or another doubt; inactive = no such curve, though single readings can be large or run the other way; also: potency is read from the fitted curve at half-maximal effect
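Proteasome blockade was scored as a rise in GFP-expressing U2OS cells carrying a ubiquitin(G76V)-GFP construct, imaged after 4 hr compound treatment at 37 °C across a 46 uM–2.9 nM series.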
CRE-bla Fsk = Cell signaling CRE-BLA (Fsk stim). 71,000 tested, 2.5% active. AID 662, 2007. CHO CRE-bla reporter (cAMP response element driving beta-lactamase), forskolin EC10, beta-lactamase ratio. Potency, µM (series often up to 38.2 µM), without a hit: at the top dose activity change, negative = inhibition, hits mostly activators; active = well fitted activation curve with a large enough effect in the signal ratio, with a control signal flat, not every such curve was filed as active; inconclusive = small, poorly fitted or top-dose-only effect, or effect the other way, or a change in a side signal; the % refers to the signal ratio; also: potency is read from the fitted curve at half-maximal effect; % of control where 0% means no effect
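Beta-lactamase reporter under a cAMP responsive element in CHO cells; compounds tested in titration series against EC10 NKH 477, 3 h at 37 °C. Read-out: CCF4 FRET ratio 460nm/530nm (excitation 405nm) giving %Activity, fitted to AC50.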
Hsp90 Hop PPI = qHTS Assay for Disrupters of an Hsp90 Co-Chaperone Interaction; Hsp90 C-terminal peptide / TPR2A (Hop) interaction, human; AlphaScreen TPR2A-His6 binding biotin-Hsp90 C-terminal peptide; Potency, µM (highest dose often 57 µM), without a hit: top-dose activity change, negative = inhibition; 71,000 tested, 0.44% active; active = well fitted curve in either direction with a large enough effect; inconclusive = small, poorly fitted or top-dose-only effect, or another doubt; also: potency is read from the fitted curve at half-maximal effect; % is scaled to controls: 0 for no effect and ±100 for the full control effect; many of its hits are not listed in these tables
FLuc inh = qHTS Assay for Inhibitors of Firefly Luciferase | 72,000 tested, 2.2% active | Luciferin 4-monooxygenase (Photinus pyralis), P08659 | Potency, µM (titrated, usually from 57.1 µM), inactives show top-dose activity change, negative = inhibition, hits mostly inhibitors | purified firefly luciferase, luminescence, 8 min; also: potency is read from the fitted curve at half-maximal effect; % is scaled to controls: 0 for no effect and ±100 for the full control effect; nearly all actives have a fitted effect of over 40% in size
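Compounds were tested as concentration series (qHTS) against purified P. pyralis luciferase with luciferin and 10 uM ATP in 50 mM imidazole pH 7.2, 50 mM KCl, 7 mM MgCl2, 0.01% Tween 20, 0.05% BSA. Luminescence was read after 8 min at ambient temperature.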
HBB splicing = qHTS Assay for Modulators of Hemoglobin Beta Chain Splicing; 65,000 tested, 0.06% active; AID 925, 2007; HBB splicing reporter cell assay, activation; EGFP reporter with mutant IVS2-654 intron; response scale: normalised to 500 nM splice-correcting PNA; Potency, µM (titrated, usually from 46.1 µM), without a hit: at the highest dose activation, most hits filed as activators; also: potency is read from the fitted curve at half-maximal effect; 0% is about no effect
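Compounds were applied for 2 days to HeLa EGFP-654 cells, 500/well in Optimem with 2% FCS. The reporter's EGFP is disrupted by mis-splicing of beta-globin intron IVS2-654. Readout: summed well GFP fluorescence from 488 nm laser scanning; reference was 500 nM antisense […] 654 PNA.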
GFP derepression = qHTS Assay for Epigenetic Modulators; mouse C127i GFP locus derepression, cytometry, 30 h; Potency, µM (highest dose often 46.1 µM), without a hit: at the highest dose GFP derepression (activation); 68,000 tested, 0.09% active; AID 597, 2007; also: % of control where 0% means no effect
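Derepression screen: silenced CMV-GFP reporter in murine C127i cells, 30 h compound incubation at 37 C, washed cells imaged by laser-scanning cytometer to enumerate GFP-expressing objects of 20 to 120 um.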
Pol III holo inh = qHTS Assay for Inhibitors of DNA Polymerase III Holoenzyme System. reconstituted DNA polymerase III holoenzyme replication, biochemical. 71,000 tested, 0.25% active. Potency, µM (titrated, usually from 57.1 µM), inactives show top-dose activity change, negative = inhibition; also: potency is read from the fitted curve at half-maximal effect; % is scaled to controls: 0 for no effect and ±100 for the full control effect
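Reconstituted *E. coli* holoenzyme (0.35 nM Pol III, 1 nM beta, 154 nM SSB, 2 nM primase) was preincubated with compound for 15 min at RT. Synthesis on 1.4 nM ssM13Gori ran 35 min, then was stopped with PicoGreen/EDTA and read as dsDNA fluorescence.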
ERK AVP block = qHTS Assay for Inhibitors of the ERK Signaling Pathway using a Homogeneous Screening Assay; HEK293-V1b, vasopressin-stimulated pERK AlphaScreen; Potency, µM (series often up to 57.5 µM), inactives show at the highest dose activity, negative = inhibition, actives largely listed as inhibitors; 72,000 tested, 0.99% active; also: potency is read from the fitted curve at half-maximal effect; % is scaled to controls: 0 for no effect and ±100 for the full control effect; nearly all actives have a fitted effect of over 55% in size
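HEK293 cells stably expressing V1b receptor, preincubated 30 min at 37 °C with compound, then stimulated 5 min with 25 nM vasopressin. Phospho-ERK by AlphaScreen SureFire after 5 h RT; normalized to DMSO and vasopressin; AC50 by Hill fit.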
The depositor's hits bear a star; ? = inconclusive; · = no result given; [ ] = dose if it differs, or a comment. Unless noted, calls follow the shape of the dose curve; as a rule, active = well fitted curve in the direction sought with a large enough effect; inconclusive = small, poorly fitted or top-dose-only effect, or another doubt; inactive = no such curve, though single readings can be large; an effect the other way counts as inactive or inconclusive. Some of the compounds tested (hit frequency here may not be typical).

mol,Hsp90 Hop PPI,Tau fil binding,ALOX15 inhib,CRE-bla Fsk,HADH2 inh,FLuc inh,ERK AVP block,UbGFP stabilizer,GFP derepression,Pol III holo inh,HBB splicing
CC1(C)CC2CC(C)(CN2C(=O)COC(=O)c2n[nH]c(=O)c3ccccc23)C1 (centres undefined),-1.1%,16.5%,12.8%,-0.8%,8.1%,-0.2%,-4.7%,-0.3%,-1.1%,-4.7%,-0.3%
N#CCSc1ncnc2sc3c(c12)CCC3,-4.7%,-8.8%,-7.4%,13.2%,-4.1%,1.3%,-21.2%,3.8%,4.3%,-10.4%,0.1%[57.5 µM]
CN(C)c1ncc2nc(-c3cc(F)cc(F)c3)c(=O)n(CCc3ccccc3)c2n1,-5.6%,7.3%,36.0%,?,6.7%,0.0%[11.4 µM],0.7%,0.9%,13.5%[9.22 µM],-1.3%,?
CN(C)S(=O)(=O)n1cnc(-c2ccccc2)c1-c1ccccc1,-2.5%,128.5%,1.4%,13.0%,0.0%,1.1%,-16.4%,-2.3%,2.0%,-3.9%,-1.0%
CS(=O)(=O)N1CCC2(CCCN(Cc3ccc(C#N)cc3)C2)CC1,1.8%,9.5%,-1.3%,7.6%,0.9%,2.9%[11.4 µM],2.7%,10.6%,0.0%[9.22 µM],6.8%,0.7%
COc1ccc(C(=O)OCC(=O)NCc2ccco2)cc1OC,-1.8%,10.2%,-13.6%,13.7%,6.0%,4.0%,-5.7%,4.8%,0.0%,-2.5%,-0.4%[57.5 µM]
OCCCNC(c1ccccc1)c1ccc(O)cc1 (centres undefined),-1.8%,-4.0%,-11.0%,-10.2%,?,1.0%,-3.0%,6.1%,-1.7%,-9.1%,-1.5%
COc1ccc(N2CCN(C(=O)c3ccc(NS(=O)(=O)c4ccc(F)cc4)cc3)CC2)cc1,-22.0%,15.8µM*,?,?,-0.6%,-3.8%,?,0.2%,0.0%,0.7%,-1.1%
COc1ccccc1NC(=O)c1cn(C)c(=O)c2cc(OC)c(OC)cc12,-1.3%,0.9%,2.2%,?,5.4%,-0.2%,2.2%,-4.0%,0.0%,-5.8%,8.5%
COc1ccccc1NC(=O)c1ccc(Br)o1,-2.9%,3.1%,3.2%,1.2%,-11.1%,-2.1%,14.0%,1.8%,-1.7%,-1.8%,-0.3%
Nc1nonc1-c1nc2ccccc2n1Cc1ccc(F)cc1,19.3%,98.8%,-27.1%,8.7%,4.5%,1.1%,16.6%,0.9%,-0.6%,1.6%,·
Cc1ccc(NC(=O)C2CC(c3ccc(F)cc3)=NO2)cc1 (centres undefined),-2.1%,-2.3%,0.0%,-32.4%,1.7%,0.3%,36.2%,-5.1%,-11.2%,3.3%,-0.7%
Cc1nc(C)c(C(=O)C2=C(O)C(=O)N(CCN3CCOCC3)C2c2cccs2)s1 (centres undefined),?,12.1%,?,?,-14.1%,-0.4%,0.0%,11.7%,8.1%,-8.4%,-0.3%
CC(=O)c1c(C(C)=O)c(C)n(-c2nc(-c3cccs3)c(C)s2)c1C,-2.0%,2.1%,-3.4%,0.7%,-3.6%,1.1%,-24.0%,2.5%,0.0%,-4.9%,-0.5%
CCCCCn1c(=O)[nH]c2cc(C(=O)NCCN(CC)CC)ccc2c1=O,-7.1%,-0.8%,7.5%,-5.0%,10.6%,-1.6%,11.3%,2.1%,0.0%,-2.6%,-1.0%
O=C(C1CCN(S(=O)(=O)c2cccc3cccnc23)CC1)N1CCCC1,-3.2%,-14.2%,9.9%,-7.8%,3.3%,2.5%,-15.1%,0.0%,-3.4%,-0.3%,-0.6%
Cc1cccc(C(=O)N2CCC(n3nnc4cc(F)ccc43)CC2)c1,1.0%,4.6%,-2.7%,4.1%,11.3%,1.5%,-14.3%,3.9%,0.0%,0.0%,·
CC(C)NC[C@@H](O)COc1ccccc1-n1cccc1,-8.1%,-20.1%,-15.8%[25.6 µM],-16.9%,1.7%,0.4%,4.0%,2.1%,-0.9%,5.0%,·
O=C1CCN(S(=O)(=O)c2ccccc2)C2CCCCC12 (centres undefined),-5.8%,12.3%,-10.1%,?,10.4%,4.4%,3.4%,0.0%,3.6%,-4.6%,-1.4%
COc1ccc(OCc2ccc(C(=O)O)cc2)cc1,-2.0%,-5.2%,4.6%,1.6%,13.8%,-7.0%,11.6%,1.2%,3.4%,-3.1%,·
O=C(Cn1cc2c(n1)CCCCC2)NCc1ccccn1,?,83.3%,40.7%[activator],-5.3%,5.9%,-1.4%,-11.9%,14.6%,3.4%,-11.4%,0.1%
COc1ccc(-c2noc(CCCC(=O)NCc3ccco3)n2)cc1OC,-4.6%,1.4%,2.2%,4.1%,-4.7%,1.0%,-17.6%,-0.9%,-3.3%,0.5%,-3.0%[57.5 µM]
O=C1CCCN1CCCNc1ncnc2c1cnn2-c1ccc(Cl)cc1,-1.8%,26.2%,8.5%,3.16µM*,-14.9%,-15.4%,·,-0.1%,·,-2.9%,-1.4%
C[C@@H](c1ccccc1)N1C(=O)[C@H]2[C@H]3[C@H](O)[C@H](O)C/C(=N/OCc4ccccc4)[C@@H]3CC[C@@H]2C1=O,·,·,11.9%[11.4 µM],·,10.9%[11.4 µM],1.4%[11.4 µM],19.1%[11.5 µM],·,·,·,0.4%[9.22 µM]
CCOC(=O)Cn1c(=N)n(Cc2ccccc2)c2ccccc21,-7.3%,19.0%,-6.1%,6.0%,9.0%,3.7%,-13.1%,14.8%,-4.3%,-1.1%,-0.4%
Cc1cc(OCC(=O)Nc2cc(-c3nn4c(C)nnc4s3)ccc2C)ccc1Cl,-5.6%,407.6%,1.6%,3.8%,2.5%,3.4%,·,8.1%,·,-14.0%,-1.4%
CCOC(=O)/C=C1\SCC(=O)N1CC(=O)c1ccc[nH]1,-5.4%,-3.7%,-26.4%,?,?,0.5%,-15.4%,-2.6%,-1.1%,-7.9%,-0.2%
Cc1c(C(=O)OCC(=O)N(CCC#N)c2ccccc2)oc2c1ccc1ccccc12,-3.8%,7.5%,-14.8%,13.5%,60.1%[activator],2.1%,14.8%,-3.4%,-1.0%,2.8%,-4.2%
CCOc1ccc(NC2=NCC(=O)N2CCc2ccccc2)cc1,-4.9%,-10.4%,5.6%,-2.2%,-10.1%,-0.1%,-6.7%,-7.6%,1.0%,-0.6%,·
O=c1c(-c2cc(F)cc(F)c2)nc2cnc(N3CCNCC3)nc2n1-c1ccccc1,9.2%,3.98µM*,1.7%,?,-0.9%,0.5%[11.4 µM],-28.6%,4.0%,10.4%[9.22 µM],-10.0%,-0.3%
Cc1ccc(S(=O)(=O)c2c(N)n(NC(=O)C3CC3)c3nc4ccccc4nc23)cc1,2.3%,3.1%,-26.5%,?,126.2%[activator],3.5%,-9.5%,-3.4%,1.6%,-2.1%,-2.3%[57.5 µM]
Cc1ccc(CNC(=O)C(C)OC(=O)c2ccco2)cc1 (centres undefined),-1.6%,-12.2%,3.0%,-2.8%,-2.6%,1.2%,-1.5%,0.0%,1.9%,-3.6%,·
O=C(OCc1ccccc1)c1ccc(Br)o1,7.2%,-2.8%,10.6%,?,1.5%,-5.0%,16.9%,2.5%,1.6%,5.7%,2.0%
O=c1oc2ccccc2c(O)c1C=NCc1ccccn1,?,-3.7%,28.3%,19.1%,-5.9%,-16.6%,-8.8%,3.9%,-3.1%,-5.1%,-2.6%

Compound activity from PubChem.
